Compound activity from PubChem.
Runt-SMMHC FRET: blocks binding of human RUNX1 Runt domain to CBFb-SMMHC; Q01196+Q13951; hit rate 0.74% among 220,000; inhibition, % at 20 µM; Cerulean-Runt/Venus-CBFb-SMMHC FRET ratio 530/480, 1 h;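 active means mean inhibition across duplicate retests at 20 µM reaching about 50%, limit read from the data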;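 further: 0% = DMSO wells and 100% = wells with excess untagged CBFb-SMMHC; inhibitors lower the FRET ratio by blocking Runt binding to CBFb-SMMHC; some results filed as inactive read as strong as hits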
Target sequence (Q01196 whole entry, looked up, the tested form may be a part): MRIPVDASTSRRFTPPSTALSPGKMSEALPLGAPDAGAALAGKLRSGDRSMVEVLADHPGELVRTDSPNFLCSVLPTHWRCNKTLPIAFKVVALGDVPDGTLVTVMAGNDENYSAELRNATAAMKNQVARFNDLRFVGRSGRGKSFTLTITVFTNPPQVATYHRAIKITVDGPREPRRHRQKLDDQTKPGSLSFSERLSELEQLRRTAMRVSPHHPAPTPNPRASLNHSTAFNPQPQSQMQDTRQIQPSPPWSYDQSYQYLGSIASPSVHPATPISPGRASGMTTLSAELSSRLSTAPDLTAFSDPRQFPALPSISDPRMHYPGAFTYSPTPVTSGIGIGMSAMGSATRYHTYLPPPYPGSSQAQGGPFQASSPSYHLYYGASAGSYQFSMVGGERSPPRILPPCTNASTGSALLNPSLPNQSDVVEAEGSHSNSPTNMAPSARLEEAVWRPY
Target sequence (Q13951 whole entry, looked up, the tested form may be a part): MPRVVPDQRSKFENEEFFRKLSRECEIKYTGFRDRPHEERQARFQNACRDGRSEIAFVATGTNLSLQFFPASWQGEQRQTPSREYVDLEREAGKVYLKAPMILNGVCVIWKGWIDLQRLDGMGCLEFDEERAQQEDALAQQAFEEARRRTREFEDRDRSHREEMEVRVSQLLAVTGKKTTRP
TRPML3 agonist: activates the human TRPML3 channel. Q8TDD5. HEK293 TRPML3-YFP, Fluo-8 calcium fluorescence; 100% = the carbachol control signal. activation, % at 3 µM. hit rate 0.29% among 220,000;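 active means activation above its plate's cutoff, the mean activation of the plate's test wells plus 3 SD, cut at about 12% in these data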;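 further: 0% = DMSO only wells and 100% = carbachol wells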
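Test system: HEK293 cells stably carrying human TRPML3-YFP; Doses: single dose, 3 µM final nominal compound, 0.3% DMSO final; Schedule: dye loading 1 h 37 °C then 30 min ambient, 125 s read; Technique: Fluo-8 calcium fluorescence; Benchmarks: high control carbachol 87 µM, low control DMSO.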
TNF death inh: inhibitors of TNF-alpha induced necroptosis in Jurkat FADD-/- cells | hit rate 0.068% among 220,000 | activation (protection from cell death), % at 10 µM | Jurkat FADD-/- TNF necroptosis rescue, ATP luminescence, 24 h; 0 = TNF only, 100 = no-TNF cells;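 active means activation, meaning protection from cell death, of at least 50% relative to plate controls; inactive means activation below 50%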;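 further: necroptosis triggered by 40 ng/mL TNF-alpha added together with compound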
zfTRPN1 agonist: activates the zebrafish TRPN1 channel | HEK293 zebrafish TRPN1-YFP, Fluo-8 calcium fluorescence; 100% = response to 87 µM carbachol | activation, % at 3 µM | hit rate 0.18% among 220,000 | AID 1424;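 active means activation above its plate's cutoff, the mean activation of test wells on that plate plus 3 SD, cut at about 19% in these data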;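 further: 0% = DMSO alone and 100% = 87 µM carbachol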
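Material: zebrafish TRPN1-YFP in HEK293 cells. Doses: one dose of 3 µM, 0.3% DMSO. Incubation: dye 1 h 37 °C plus 30 min RT. Measured by: intracellular calcium fluorescence with Fluo-8.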
EBV gp42 inh: EBV gp42 inhibition. Q1HVG2. Fluorescence polarization binding assay, mP read-out. inhibition, % (tested at 21.74 µM). hit rate 0.42% among 220,000. AID 1085; in the data active means inhibition above about 50%
PPC-1+TRAIL kill: compounds killing PPC-1 cancer cells with TRAIL present (potentiator screen, no TRAIL-free arm); PPC-1 cells + TRAIL, ATPLite viability luminescence; cell killing (% activity), % at 4 µM; hit rate 0.41% among 220,000; AID 1443;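 active means cell killing above 50% in the first pass at 4 µM, then a duplicate retest at 5 µM averaging 50% or more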;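 further: plate controls were cells with TRAIL plus DMSO for no effect and medium-only wells lacking cells for full effect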
MDM2 E3 inh: inhibitors of human Mdm2 E3 ubiquitin ligase; AID 1230; cell-based MDM2 ubiquitination luciferase reporter, 2 h; 0 = plate control, 100 = twice control, blank-subtracted; signal enhancement, % at 5 µM; Q00987; hit rate 0.11% among 210,000;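 active means signal enhancement of 30% or more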;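 further: luminescence tracks abundance of the self-degrading MDM2-luciferase fusion protein; higher signal means inhibition of MDM2 E3 ligase activity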
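Assay system: stable mammalian line carrying autodegrading MDM2–luciferase fusion reporter; Input: 2000 cells in each well; Compound dosing: single-point 5 µM; Schedule: 2 h compound exposure at 37 °C; Signal: SteadyLite luciferase luminescence after 15 min room-temperature reagent incubation; Evaluation: % luminescence enhancement versus blank-corrected plate control mean; Benchmarks: plate controls and plate blanks.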
CHOP inhibitor: inhibitors of CHOP induction in ER stress response; AID 2732; inhibition, % at 10 µM; CHO-K1 CHOP-promoter luciferase, tunicamycin-induced, 15-18 h; hit rate 3.8% among 220,000;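 active means compounds that reduced the stress-induced luciferase reporter signal by more than about 70% of percent inhibition, limit read from the data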;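 further: 0% = tunicamycin plus vehicle and 100% = wells without tunicamycin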
NCF1 inh: p47phox (human) inhibition; P14598; AID 1274; hit rate 0.53% among 220,000; p47phox/p22phox peptide binding, fluorescence polarization, 2 h; inhibition, % at 24.7 µM;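 active means inhibition above about 30%, limit read from the data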;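 further: 0% = p47phox with labelled peptide and 100% = labelled peptide alone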
Target sequence (P14598 whole entry, looked up): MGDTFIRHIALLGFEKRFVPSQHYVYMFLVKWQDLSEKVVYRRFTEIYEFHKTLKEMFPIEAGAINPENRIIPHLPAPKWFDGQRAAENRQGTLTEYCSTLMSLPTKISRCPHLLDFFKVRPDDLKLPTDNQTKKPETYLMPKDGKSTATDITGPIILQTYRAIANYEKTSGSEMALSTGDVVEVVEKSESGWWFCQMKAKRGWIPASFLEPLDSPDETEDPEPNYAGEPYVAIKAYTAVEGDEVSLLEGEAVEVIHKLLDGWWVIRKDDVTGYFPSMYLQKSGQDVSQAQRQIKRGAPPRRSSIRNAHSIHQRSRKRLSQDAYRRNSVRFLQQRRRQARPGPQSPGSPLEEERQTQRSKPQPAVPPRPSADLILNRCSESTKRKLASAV
* hit, by the source's call; . = no result given.

SMILES	Runt-SMMHC FRET	TRPML3 agonist	TNF death inh	zfTRPN1 agonist	EBV gp42 inh	PPC-1+TRAIL kill	MDM2 E3 inh	CHOP inhibitor	NCF1 inh
CCOC(=O)N1CCN(C(=O)Cc2ccc(-n3c(=O)[nH]c4ccccc4c3=O)cc2)CC1	-2	-0.8	-5.8	0.0	-14	-10	3	3	-15
CCCCCCCCNC(=O)CC(NS(=O)(=O)c1ccc(NC(C)=O)cc1)C(C)C (configuration not stated)	0	0.3	1.4	-0.2	2	12	2	55	-4
Cc1noc(C)c1COC(=O)CCCOc1ccc(Cl)cc1Cl	-3	-0.2	-2.2	-1.6	-2	11	-14	57	-3
CCN(CC)C(=O)COc1ccc(-c2nnc(N3CCCCC3)c3ccccc23)cc1	1	-0.7	-0.3	1.6	-5	26	-10	21	-10
COc1cccc(/C=N/N2CCN(c3ccccc3OC)CC2)c1	6	0.1	-3.3	-0.6	10	-4	-6	76*	-10
Cc1[nH]c2ccccc2c1C(c1ccncc1)N1CCCCC1 (configuration not stated)	2	0.3	0.1	-0.4	-19	19	-2	-56	1
Cc1nc(C)c(C(=O)C2=C(O)C(=O)N(CCN(C)C)C2c2ccco2)s1 (configuration not stated)	0	0.9	2.8	1.0	-11	12	-5	8	-4
O=C(NC1CCCCC1)C(c1ccc2ncccc2c1)N(Cc1ccc(F)cc1)C(=O)c1cccs1 (configuration not stated)	-2	-1.0	-2.9	-1.5	5	22	-11	4	-9
CCn1c(SC(C)C)nnc1C1CCN(S(=O)(=O)c2ccc(OC)cc2)CC1	-1	0.6	-3.2	1.2	-8	14	-27	28	-10
COc1ccc(Br)cc1C(=O)N/N=C/c1ccc2c(c1)n(C)c(=O)n2C	11	0.2	0.1	-1.6	-2	8	-5	20	7
CCOC(=O)Cn1nc(/C=C/c2ccc(C)cc2)ccc1=O	-4	-0.3	-5.5	-0.5	-9	9	1	-3	4
NC(=O)NCC12CC3CC(CC(C3)C1)C2	-3	-0.5	0.3	1.3	-22	25	-27	-12	-4
CCCc1ccc(OCc2nc(-c3ccc(NC(=O)c4cccs4)cc3)no2)cc1	-5	0.7	1.1	1.5	-25	15	-10	-9	-11
O=[N+]([O-])c1ccccc1Oc1ccccc1Cl	2	-0.1	-1.3	-1.7	-10	21	-11	15	-10
Cc1ccnc(NC(c2ccncc2)c2c(C)[nH]c3ccccc23)c1 (configuration not stated)	-11	1.0	3.6	-0.3	-15	-7	-17	-9	7
CC1(C)Cc2nc3oc4c(=O)n(CC(=O)Nc5cccc(Cl)c5)cnc4c3cc2CO1	1	0.7	1.6	1.4	-9	7	-8	-17	-38
Cc1cccc(Oc2ncnc3onc(C)c23)c1	1	-0.3	-3.2	1.7	-10	-6	-5	53	-8
Clc1ccc(/C=N/c2c(-c3ccc(Cl)cc3)nc3n2CCS3)cc1	-6	0.3	-3.7	0.1	-9	-15	-17	-22	-4
Cc1cc(C(=O)CSc2ncccn2)c(C)n1Cc1ccco1	-7	-0.4	0.0	-1.0	-19	17	-55	-6	-14
CC1(C)C(=O)Nc2ccccc2N1C(=O)COC(=O)c1cc(S(=O)(=O)N2CCOCC2)ccc1F	-2	-0.2	0.2	-0.6	19	28	1	-18	0
C/C(CCN1CCc2nc(-c3ccccc3)c(-c3ccccc3)cc2C1)=N\OC[C@@H](C)[C@H](OCc1ccccc1)C(C)C	-2	-0.1	2.5	-0.1	-13	13	.	7	-14
O=C(NC1CCN(Cc2ccccc2)CC1)c1cccc(S(=O)(=O)Nc2cc(C(F)(F)F)ccc2Cl)c1	-2	0.2	1.7	1.8	-13	21	-2	-24	-11
CC(C)(C)NC(=O)C(c1ccc(O)cc1)N(C(=O)CCC(=O)Nc1nccs1)c1cccc(F)c1 (configuration not stated)	-3	0.3	2.0	0.9	-11	0	-3	-7	-6
O=C(O)CCC(=O)N1CCN(c2ccccn2)CC1	-4	0.6	2.0	0.9	-9	6	-4	-14	-6
CC(C)(C)C(=O)Nc1ccccc1C(=O)NCc1ccco1	-2	0.5	1.4	1.9	-10	-1	-5	16	5
SMILES	Runt-SMMHC FRET	TRPML3 agonist	TNF death inh	zfTRPN1 agonist	EBV gp42 inh	PPC-1+TRAIL kill	MDM2 E3 inh	CHOP inhibitor	NCF1 inh
CN(C)C(=O)C1Cc2ccccc2CN1S(=O)(=O)c1cccs1 (configuration not stated)	-1	-0.1	0.6	-1.1	2	12	-10	-13	-14
Cn1c(=O)c([N+](=O)[O-])c(NCC(O)c2ccccc2)c2ccccc21 (configuration not stated)	3	-0.6	2.4	0.4	-9	26	-16	12	3
Cc1ccc(Cl)cc1NC(=S)NCc1cccn1C	2	0.6	-8.9	-1.1	-16	3	-2	3	-15
COc1ccc2c(c1)CC/C(=C/c1cc(OC)c(OC)c(OC)c1)C2=O	-4	0.1	0.4	1.2	4	-5	-11	28	-14
Cc1noc2ncnc(Oc3cc(Cl)ccc3Cl)c12	-9	-0.2	-1.0	-0.7	-13	6	-7	-78	-1
O=C(COc1ccccc1)NNc1nc2ccccc2s1	-3	0.1	1.6	-0.9	-9	-2	-10	0	-16
O=C(CSc1n[nH]c(=O)[nH]c1=O)N1CCCCCC1	-6	1.1	5.4	0.1	-7	2	-7	11	-4
Cc1ccccc1C(O)c1cccnc1 (configuration not stated)	0	0.6	0.2	3.1	-3	12	-3	-1	1
COc1ccccc1N1CCN(C2CC(=O)N(C)C2=O)CC1 (configuration not stated)	3	0.2	0.4	0.2	-1	19	-10	21	-4
Cc1cc(C(C)(C)C)oc1C(=O)N(CC(=O)NC1CCCC1)c1c(C)cccc1C	-7	44*	-4.1	1.0	-20	-8	2	70	4
CCCCN(CCCNC(=O)c1ccc2nc(N3CCOCC3)sc2c1)Cc1ccccc1	0	0.5	-1.7	0.8	-25	2	-37	6	-10
Brc1ccccc1/C=N/Nc1ccc2ccccc2n1	-1	0.0	-0.3	0.3	-3	6	-2	2	7
COc1ccc(C2(CNC(=O)CCC(=O)O)CCCC2)cc1OC	-4	0.2	0.4	1.1	-4	-2	-10	6	-9
O=C(CSc1nncc2ccccc12)N1CCOCC1	0	0.8	-4.6	1.8	-17	4	-7	-30	-6
COc1ccc(NC(=O)c2ccccc2Cl)cc1NC(=O)CN1CCOCC1	-1	0.6	-4.2	0.7	-4	10	-17	16	-10
COc1ccc(C2CC(=O)N3CN(c4ccccc4F)CSC3=C2C#N)cc1OC (configuration not stated)	87*	-0.1	-0.6	0.3	-3	-1	-12	22	-7
O=S(=O)(c1cccc2c(S(=O)(=O)N3CCCC3)cccc12)N1CCCC1	-2	0.0	-0.4	0.2	6	6	1	48	-5
CCOc1ccc(N/C=C/C(=O)c2ccc3ccccc3c2)c([N+](=O)[O-])c1	-3	0.3	-0.2	-0.3	0	16	-11	16	15
CCN(CC)S(=O)(=O)c1ccc(OCCNS(C)(=O)=O)cc1	21	1.9	0.0	3.2	-19	-7	-4	10	0
CN1CCN(S(=O)(=O)c2ccc(NC(=S)NC(=O)C3CCC3)cc2)CC1	1	0.8	0.3	-1.0	-1	-11	-2	23	-3
Cc1ccc2c(CSc3nnc4ccccn34)cc(=O)oc2c1C	-8	1.1	-0.9	0.8	-16	30	11	-12	-6
Cc1ccc2c(c1)C(c1ccncc1)=NNC(c1cccnc1)=N2	-4	0.3	-0.6	0.6	-17	8	4	-3	-2
CC(C)Cn1c(N)c(C(=O)CSc2ncnc3sc4c(c23)CCCC4)c(=O)n(C)c1=O	-6	0.5	2.4	1.0	-44	12	-1	40	-35
Cc1cc(C(=O)Nc2ccc3c(c2)OCO3)cs1	1	-0.1	-2.9	2.6	3	48	-22	-61	-2
COC(=O)[C@H](CCSC)NC(=O)NCc1ccc(S(N)(=O)=O)cc1	-4	0.8	-1.9	1.2	-9	11	-7	14	-1
SMILES	Runt-SMMHC FRET	TRPML3 agonist	TNF death inh	zfTRPN1 agonist	EBV gp42 inh	PPC-1+TRAIL kill	MDM2 E3 inh	CHOP inhibitor	NCF1 inh
COc1ccc(C(=O)N/C(=C/c2cccs2)C(=O)NCCCn2ccnc2)cc1OC	1	-0.1	-1.9	0.5	-17	4	12	-13	-10
O=C(Nc1cc(Sc2ccccn2)cc([N+](=O)[O-])c1)c1cccc(F)c1	-2	0.3	1.4	0.3	-23	5	-13	37	-15
COc1c(F)c(F)c(C(=O)Nc2ccc3oc(-c4ccncc4)nc3c2)c(F)c1F	-3	0.2	-1.7	0.0	-24	5	-17	-15	-60
NS(=O)(=O)c1ccc(CCNC(=O)C2CCN(S(=O)(=O)c3c(Cl)cccc3Cl)CC2)cc1	0	0.7	2.1	3.5	0	-2	.	4	-4
COC(=O)c1sccc1NC(=O)COc1ccc(Cl)cc1Cl	-6	0.6	0.7	-1.0	-17	12	-12	37	-7
Cc1ccc(C2CC(=O)NC(SCc3ccccc3)=C2C#N)o1 (configuration not stated)	4	0.3	0.8	1.6	-4	5	-3	4	-7
O=C(CSc1ccc2ccccc2c1)Nc1nc2ccccc2[nH]1	1	1.2	10	0.3	-2	18	-5	69	-11
Cc1ccc2nc(CSc3nc(C)ccc3C#N)[nH]c2c1	-7	0.8	1.7	-0.2	-1	33	-9	5	-14
CCN1CCN(CCNC(=O)c2ccc3c(c2)N(Cc2ccc(F)cc2)C(=O)/C(=C/c2ccccc2)S3)CC1	2	-0.5	-17	3.0	-3	27	-2	107*	62*
COCc1[nH]nc2c1C(c1ccccc1F)C(C#N)=C(N)O2 (configuration not stated)	-2	-0.2	-0.6	1.0	-7	10	6	14	-9
CC1(NC(=O)Nc2ccccc2)CCS(=O)(=O)C1 (configuration not stated)	-6	0.7	2.6	-0.4	7	4	-12	15	2
COC(=O)C1=C(C)Nc2ccc(C)cc2S1	-1	0.2	-1.3	1.6	-11	-5	-10	2	-28
O=C(CNC(=O)c1cccs1)c1ccc([N+](=O)[O-])cc1	4	0.8	0.6	0.3	-9	18	-5	35	-14
CCCOC(=O)c1ccc(NS(=O)(=O)c2cccs2)cc1	-3	-0.8	-3.4	-1.7	4	1	-9	24	-8
CCOC(=O)C1(Cc2cccc(OC)c2)CCN(Cc2cc(OC)ccc2OC)CC1	-2	0.3	1.0	-0.6	-7	3	-9	23	1
Cc1ccc2c(c1)N(CC(=O)N1CCCc3ccccc31)C(=O)C(C)O2 (configuration not stated)	-1	-0.4	-1.8	-0.8	-7	10	-16	9	-2

Retrieved one by one from the entries so far, three records:
SMILES	Runt-SMMHC FRET	TRPML3 agonist	TNF death inh	zfTRPN1 agonist	EBV gp42 inh	PPC-1+TRAIL kill	MDM2 E3 inh	CHOP inhibitor	NCF1 inh
CN(C)C(=O)C1Cc2ccccc2CN1S(=O)(=O)c1cccs1 (configuration not stated)	-1	-0.1	0.6	-1.1	2	12	-10	-13	-14
Cc1ccnc(NC(c2ccncc2)c2c(C)[nH]c3ccccc23)c1 (configuration not stated)	-11	1.0	3.6	-0.3	-15	-7	-17	-9	7
Cc1cc(C(=O)Nc2ccc3c(c2)OCO3)cs1	1	-0.1	-2.9	2.6	3	48	-22	-61	-2
